Screening data as filed in PubChem.
TNAP inh hiacc – TNAP (human) inhibition, high acceptor; purified TNAP, CDP-star luminescence, 1 M DEA; inhibition, % at 20 µM; hit rate 0.03% among 200,000; AID 1135;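 active = over 50% inhibition of tissue-nonspecific alkaline phosphatase at 20 µM in the single-dose screen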;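 note: plate controls were DMSO wells for no effect and EDTA-quenched wells as full inhibition for full effect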
Target sequence (P05186 whole entry, looked up): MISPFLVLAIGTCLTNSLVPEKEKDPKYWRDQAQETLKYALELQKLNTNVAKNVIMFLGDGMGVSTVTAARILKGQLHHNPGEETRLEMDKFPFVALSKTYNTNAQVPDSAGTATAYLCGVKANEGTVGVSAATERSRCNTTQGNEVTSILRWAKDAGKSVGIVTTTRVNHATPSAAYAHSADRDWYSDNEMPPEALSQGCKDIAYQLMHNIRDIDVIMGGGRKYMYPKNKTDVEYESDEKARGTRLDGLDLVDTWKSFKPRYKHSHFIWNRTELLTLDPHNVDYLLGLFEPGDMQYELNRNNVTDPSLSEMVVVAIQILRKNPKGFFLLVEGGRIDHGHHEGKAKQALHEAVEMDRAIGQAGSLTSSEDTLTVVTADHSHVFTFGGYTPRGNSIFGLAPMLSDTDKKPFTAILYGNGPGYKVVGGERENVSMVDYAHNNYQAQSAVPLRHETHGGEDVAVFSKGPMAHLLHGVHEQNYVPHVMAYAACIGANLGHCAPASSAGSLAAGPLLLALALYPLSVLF
bIAP act – increases bovine intestinal alkaline phosphatase activity; purified bovine IAP, CDP-star luminescence, 30 min; hits give high values; fold of DMSO-control signal, blank-subtracted; activation factor at 20 µM; hit rate 0.17% among 200,000;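 active = activation factor of 2 or more at 20 µM, a signal rise over negative controls twice the positive control's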
TNAP inh no acc – blocks human TNAP activity with no phosphate acceptor present | hit rate 0.26% among 200,000 | AID 1012 | purified TNAP, CDP-star luminescence, 30 min | inhibition, % at 20 µM | P05186;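 active = tissue-nonspecific alkaline phosphatase inhibition above about 50% at 20 µM in the single-dose screen, limit read from the data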;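 note: 0% = DMSO negative control and 100% = EDTA positive control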
TNAP act hiacc – activators of human TNAP at high phosphate acceptor concentration; activation factor at 20 µM; P05186; purified TNAP, CDP-star luminescence, 1 M DEA, 30 min; hits give high values; 0 = EDTA background, 1 = DMSO-only activity; 200,000 tested, under 10 active;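 active = activation factor at least 2 at 20 µM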
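Control set: EDTA negative control, DMSO positive control / Assay system: human TNAP / Quantity: TNAP 1/800 final / Evaluation: TNAP activation factor scaled between EDTA and DMSO control wells / Measured by: luminescent substrate turnover signal / Compound dosing: one dose, 20 µM / Times: 30 min enzyme reaction at room temperature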
RAM network inh – yeast RAM network inhibition | inhibition, % at 50 µM | S. cerevisiae dse1pr::URA3 reporter, 5-FOA growth OD615, 2 d; analog-sensitive cbk1-as2 kinase mutant strain | hit rate 1.8% among 190,000;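 active = inhibition above a set limit, 3 SD over mean compound inhibition, cut at about 8.4% in these data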;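 note: 0% = DMSO-only wells with no growth and 100% = 10 µM 1-NA-PP1 full growth; inhibition rescues growth on 5-FOA so higher OD means more RAM inhibition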
Lmaj promast – inhibitors of Leishmania major promastigote growth; hit rate 9% among 200,000; Leishmania major promastigotes, resazurin fluorescence viability; AID 1063; inhibition, % at 10 µM; in the data active = inhibition above about 50%;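 note: promastigotes grown with compound for 44 hours at 28 °C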
bIAP inh – blocks bovine intestinal alkaline phosphatase activity; inhibition, % at 20 µM; AID 1019; purified bovine IAP, CDP-star luminescence, 30 min; 190,000 tested, under 10 active;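 active = over 50% inhibition of intestinal alkaline phosphatase at 20 µM in the single-dose screen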
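Incubation: 30 min reaction at room temperature / Material: purified bovine intestinal alkaline phosphatase (IAP) enzyme / Input: enzyme at 1/65,000,000 dilution / Dosing: 20 µM single dose / Signal: CDP-star luminescence signal / Reagent: CDP-star chemiluminescent phosphatase substrate, 30 µM final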
APP transl inh – APP translation inhibition | SH-SY5Y APP 5'UTR-luciferase reporter, luminescence | inhibition, % at 2 µM | hit rate 0.82% among 190,000;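 active = inhibition above a set limit, derived from the sample mean plus 3 SD, cut at about 45% in these data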; note: values of inactives mirror those of a sister screen read the other way
FLuc inh counter – Photinus pyralis luciferase inhibition counter-screen; hit rate 1.5% among 200,000; inhibition, % at 10 µM; ATPLite firefly luciferase biochemical luminescence, 10 min; P08659;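 active = inhibition above about 50% when tested at 10 µM, limit read from the data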
Target sequence (P08659 whole entry, looked up): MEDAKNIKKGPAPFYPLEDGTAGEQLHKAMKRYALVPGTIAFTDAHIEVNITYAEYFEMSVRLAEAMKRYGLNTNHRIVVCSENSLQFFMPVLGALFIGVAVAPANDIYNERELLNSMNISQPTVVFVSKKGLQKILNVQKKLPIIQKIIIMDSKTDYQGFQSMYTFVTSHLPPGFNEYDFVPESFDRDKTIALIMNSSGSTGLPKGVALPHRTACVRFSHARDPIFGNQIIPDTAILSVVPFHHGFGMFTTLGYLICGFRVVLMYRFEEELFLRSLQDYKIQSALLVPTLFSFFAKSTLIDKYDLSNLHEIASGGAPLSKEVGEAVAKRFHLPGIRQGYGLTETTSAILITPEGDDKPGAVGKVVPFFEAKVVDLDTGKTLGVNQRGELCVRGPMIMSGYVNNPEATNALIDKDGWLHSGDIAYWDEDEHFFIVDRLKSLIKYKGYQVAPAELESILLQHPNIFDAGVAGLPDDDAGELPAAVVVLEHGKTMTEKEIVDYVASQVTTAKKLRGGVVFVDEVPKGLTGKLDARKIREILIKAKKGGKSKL
FLuc stim CS – firefly luciferase counter-screen for stimulation assays; ATPlite luciferase biochemical, luminescence, 10 min; 0 = ATP-free wells, 1 = DMSO control; activation factor at 10 µM; 200,000 tested, under 10 active; AID 1027;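 active = luciferase activation factor, scaled between plate controls, of at least 2 with compound at 10 µM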
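Assay system: Luciferase/luciferin detection reagent, cell-free biochemical luciferase assay / Read-out: luciferase activation / Benchmarks: No-ATP low control, compound-free enzyme-plus-ATP high control / Medium: PBS buffer for ATP / Detection: luminescence measurement of luciferase light output / Schedule: 10 min at ambient temperature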
* marks the source's active call; other numbers are inactive results; . = no result given. No enrichment for hits (roughly 13% active in at least one column).

SMILES	TNAP inh hiacc	bIAP act	TNAP inh no acc	TNAP act hiacc	RAM network inh	Lmaj promast	bIAP inh	APP transl inh	FLuc inh counter	FLuc stim CS
O=C(COC(=O)c1cccc([N+](=O)[O-])c1)c1ccc(OCc2ccccc2)cc1	4	0.7	-2	1	6.2	40	26	-30	-2	1
CCCC1Cc2c(sc(N)c2C#N)CO1 (stereo not given)	-9	0.9	-12	1.1	1.1	0	10	-6	-10	1.1
Cc1cc(C)cc(N(C(=O)c2sc(C)nc2C)C(C(=O)NC(C)(C)C)c2ccncc2)c1 (stereo not given)	-2	1.1	4	1	1.9	-6	-7	-8	-7	1.1
COc1ccc(NC(=O)/C(C#N)=C\c2ccc(N3CCOCC3)o2)cc1	35	0.6	34	0.7	2.8	-1	40	-47	84*	0.2
Cc1cc(-c2nn(-c3ccccc3F)cc2CN2CCCC(C(N)=O)C2)c(C)s1 (stereo not given)	-6	0.9	-4	1.1	2.2	-2	6	23	-5	1.1
COc1ccc(CCN(C(=O)c2cccc(F)c2)C2CC(=O)N(c3ccccc3)C2=O)cc1 (stereo not given)	7	0.9	-3	0.9	4.0	-2	5	1	-5	1.1
CCOC(=O)/C=C1\SCC(=O)N1CC(=O)Nc1ccc(C(C)C)cc1	-4	1	-14	1	0.9	-2	1	-9	-4	1
CC(C)(C)c1ccc(OCCCC(=O)N2CCOCC2)cc1	-3	1	-8	1	1.1	-7	1	-15	-3	1
O=C(NC(N1CCCCCC1)C(Cl)(Cl)Cl)c1ccccc1Cl (stereo not given)	2	0.8	25	1	0.4	-6	24	-13	-5	1.1
COc1ccc(C(=O)N/N=C/c2ccc(N3CCOCC3)o2)cc1OC	6	1	-12	0.9	0.0	-2	-4	14	1	1
C=CCn1cc(C(=O)N2CCN(C)CC2)c(=O)c2cc(S(=O)(=O)N3CCCC3)ccc21	1	1.1	-8	1	1.5	5	-6	-15	1	1
CCOC(=O)CSC1=C(C#N)C(c2ccccc2C)C2=C(CCCC2=O)N1 (stereo not given)	1	1.2	-10	1	3.4	2	-19	-31	-2	1
CC(C)c1ccccc1NC(=S)NC(C)c1ccccc1 (stereo not given)	-1	1.1	14	1	1.9	97*	-9	0	-6	1.1
Cc1ccccc1OCC(=O)NCC(=O)OCC(=O)c1ccc2ccccc2c1	-7	1.1	-10	1.1	3.7	-5	-10	-15	-2	1
CCC(C)NC(=O)CN(c1cc(C)ccc1OC)S(C)(=O)=O (stereo not given)	-2	0.8	-12	1	-0.3	-5	17	0	-4	1
Cn1ncc(Cl)c1C(=O)N/N=C/c1ccccn1	-5	1	0	1.1	1.9	-5	-2	-2	17	0.8
CCOC(=O)CS(=O)(=O)c1ccc2ccccc2c1	-8	0.9	-6	1.1	1.2	-6	10	1	-9	1.1
CCOC(=O)C(NC(=O)Nc1ccccc1)(OCC)C(F)(F)F (stereo not given)	-1	0.8	-8	1	1.2	-7	17	-4	-4	1
N/C(=N\OC(=O)c1ccc(Cl)cc1)c1nonc1N	3	1	-9	1	3.7	-7	3	-10	38	0.6
COc1cccc(NC(=S)N(CCCN2CCN(C)CC2)Cc2ccco2)c1	-2	1.1	-12	1	0.7	5	-6	5	-8	1.1
Cc1nc(N2CCN(Cc3ccccc3)CC2)nc2c1C(=O)CC(C)C2 (stereo not given)	-6	1	-19	1.1	0.2	5	0	-5	-4	1
CC(C)n1c2ccccc2c2nnc(SCC(=O)Nc3ccccc3C(=O)O)nc21	4	1.3	-22	1	4.4	-8	-32	-2	8	0.9
Cn1c(=O)c2c(=O)cc(NNC(=O)CC#N)[nH]c2n(C)c1=O	-8	1.1	-10	1.1	0.5	-13	-5	-9	-8	1.1
CCNC(=S)N1CCN(c2ccc([N+](=O)[O-])cc2)CC1	12	0.7	10	0.9	0.4	5	29	9	-5	1
O=C(NC1CCS(=O)(=O)C1)c1cn(-c2ccccc2)nc1-c1ccccc1 (stereo not given)	-9	0.9	-12	1.1	2.9	-3	6	0	1	1

Ordered by count of non-hydrogen atoms (descending): 4 of the compounds above.
SMILES	TNAP inh hiacc	bIAP act	TNAP inh no acc	TNAP act hiacc	RAM network inh	Lmaj promast	bIAP inh	APP transl inh	FLuc inh counter	FLuc stim CS
CC(C)n1c2ccccc2c2nnc(SCC(=O)Nc3ccccc3C(=O)O)nc21	4	1.3	-22	1	4.4	-8	-32	-2	8	0.9
Cc1nc(N2CCN(Cc3ccccc3)CC2)nc2c1C(=O)CC(C)C2 (stereo not given)	-6	1	-19	1.1	0.2	5	0	-5	-4	1
N/C(=N\OC(=O)c1ccc(Cl)cc1)c1nonc1N	3	1	-9	1	3.7	-7	3	-10	38	0.6
Cn1ncc(Cl)c1C(=O)N/N=C/c1ccccn1	-5	1	0	1.1	1.9	-5	-2	-2	17	0.8

3 records picked at random from those above:
SMILES	TNAP inh hiacc	bIAP act	TNAP inh no acc	TNAP act hiacc	RAM network inh	Lmaj promast	bIAP inh	APP transl inh	FLuc inh counter	FLuc stim CS
CC(C)c1ccccc1NC(=S)NC(C)c1ccccc1 (stereo not given)	-1	1.1	14	1	1.9	97*	-9	0	-6	1.1
Cc1cc(C)cc(N(C(=O)c2sc(C)nc2C)C(C(=O)NC(C)(C)C)c2ccncc2)c1 (stereo not given)	-2	1.1	4	1	1.9	-6	-7	-8	-7	1.1
CC(C)(C)c1ccc(OCCCC(=O)N2CCOCC2)cc1	-3	1	-8	1	1.1	-7	1	-15	-3	1

The list goes on.
SMILES	TNAP inh hiacc	bIAP act	TNAP inh no acc	TNAP act hiacc	RAM network inh	Lmaj promast	bIAP inh	APP transl inh	FLuc inh counter	FLuc stim CS
COC(=O)CC1Oc2ccccc2N(Cc2ccc(C)cc2)C1=O (stereo not given)	0	0.9	-9	1	5.2	4	8	4	-1	1
O=C(Nc1ccccc1)N1CCC(c2ccccc2)C1 (stereo not given)	-8	0.9	-15	1.1	1.4	1	8	-78	49	0.5
CCCC(=O)N1CCN(c2ccc(NC(=O)c3cc4ccccc4o3)cc2)CC1	-5	0.9	-1	1	3.5	-2	7	7	-12	1.1
CCc1ccccc1NC(=O)c1ccoc1C	-2	1	-3	1	2.7	0	-2	23	-11	1.1
COc1cccc(C(=O)NCCN2C(=O)S/C(=C/c3cccs3)C2=O)c1OC	-2	1.1	-11	1	4.8	-11	-7	9	-4	1
O=C(Nc1nc(-c2ccc3c(c2)Cc2ccccc2-3)cs1)c1ccccc1	5	1	25	1	3.9	3	2	0	-3	1
CCC(C)[C@H]1CNC(=S)N1CCc1cc(C(F)(F)F)cc(C(F)(F)F)c1 (stereo not given in full)	-9	0.5	-8	1.1	5.2	7	.	-1	-8	1.1
Cc1c(C(=O)O)nn(-c2ccccc2)c(=O)c1C#N	-5	1.1	-7	1	1.4	-7	-11	.	-4	1
COc1ccccc1NC(=O)Cn1c(CCC(=O)O)ccc1-c1ccc(C)cc1	3	0.7	-4	1	4.3	-8	30	21	1	1
CCN1CCN(CCNC(=O)c2ccc(/C=C3\Sc4ccccc4N(Cc4ccccc4F)C3=O)cc2)CC1	-4	1.1	-8	1	-1.5	100*	-8	-5	-4	1
O=C(Nc1ccccc1F)C1C2C=CC3(O2)C1C(=O)N(c1cccnc1)C3C(=O)NC1CCCCC1 (stereo not given)	-2	1	-10	1	-0.3	-3	4	-9	-4	1
CC(C)(C)C1CCc2c(sc(NC(=O)c3ccncc3)c2C(N)=O)C1 (stereo not given)	-2	1.2	-3	1	-0.1	27	-24	-41	20	0.8
CCNC(=O)C1(c2ccccc2)CCCC1	-8	1	-15	1.1	0.5	4	4	10	-6	1.1
CNCC/C=C1/c2ccccc2CSc2ccccc21	-4	0.9	-9	1	4.0	90*	7	29	-4	1
CNC(=S)N1N=C(c2ccc(OC)cc2)CC1c1ccc(Cl)cc1Cl (stereo not given)	-8	1	-6	1.1	3.9	100*	-3	1	-1	1
CCOC(=O)c1cccc(N2C(N)=NC(N)=NC2(C)C)c1	-3	0.9	-5	1	0.1	0	8	6	-4	1
CSc1nnc(C)c(=O)n1COC(=O)COc1ccccc1	2	1.2	0	1	2.8	2	-19	-5	-4	1
CC1CCCC(NC(=S)Nc2cccc(S(=O)(=O)N(C)C)c2)C1C (stereo not given)	-6	1	-8	1.1	0.0	33	4	13	-2	1
Cc1ccc(CNC(=O)C2CCN(S(=O)(=O)c3c(C)noc3C)CC2)cc1	0	1	-9	1	3.5	99*	5	14	-5	1
COc1ccc2nc(Nc3nc(CSc4nnc(C)s4)cc(=O)[nH]3)nc(C)c2c1	-1	1.3	-20	1	3.2	5	-25	-14	12	0.9
CN=c1scc(-c2ccc([N+](=O)[O-])cc2)n1/N=C/c1ccco1	12	0.8	4	0.9	3.0	-5	19	-196	8	0.9
CC(OC(=O)c1ccc(Cl)c(S(=O)(=O)N2CCc3ccccc32)c1)C(=O)Nc1ncc(Cl)cc1Cl (stereo not given)	3	0.8	10	1	7.8	-3	22	-21	-6	1.1
CCc1ccc2[nH]c(=O)c(CN(Cc3ccc(OC)cc3)Cc3nnnn3CCOC)cc2c1	-9	1	-11	1.1	-0.8	10	-4	19	-4	1
Cc1ccc(S(N)(=O)=O)cc1NC(=O)C1CC2CCC1C2 (stereo not given)	4	0.9	-2	1	1.9	-2	11	-2	-4	1
COCCOC(=O)c1c(C)oc2ccc(NS(=O)(=O)c3cccs3)cc12	2	0.9	-2	1	5.8	-2	10	-6	-2	1

An excerpt from further up, as a working copy:
SMILES	TNAP inh hiacc	bIAP act	TNAP inh no acc	TNAP act hiacc	RAM network inh	Lmaj promast	bIAP inh	APP transl inh	FLuc inh counter	FLuc stim CS
CCOC(=O)c1cccc(N2C(N)=NC(N)=NC2(C)C)c1	-3	0.9	-5	1	0.1	0	8	6	-4	1
CSc1nnc(C)c(=O)n1COC(=O)COc1ccccc1	2	1.2	0	1	2.8	2	-19	-5	-4	1

New compounds follow:
SMILES	TNAP inh hiacc	bIAP act	TNAP inh no acc	TNAP act hiacc	RAM network inh	Lmaj promast	bIAP inh	APP transl inh	FLuc inh counter	FLuc stim CS
Cn1c(SCc2nc(-c3ccc(Br)cc3)no2)nnc1-c1ccco1	-6	1	-12	1.1	1.0	-3	4	-5	-3	1
CSC1=NCCN1C(=O)c1ccc2c(c1)OCO2	-3	1	-8	1	1.2	2	-1	-7	3	1
COc1ccc(C)cc1S(=O)(=O)Nc1ccc2c(c1)OCO2	0	1.1	-14	1	5.1	0	-15	-8	-2	1
CCc1ccc(NC(=O)C2C3C=CC(C4CC34)C2C(=O)O)cc1 (stereo not given)	-2	0.7	-8	1	0.7	-1	34	-9	42	0.6
CON/C=N/C(=S)Nc1ncc(C(F)(F)F)cc1Cl	-3	1.3	1	1	1.9	-3	-30	-15	-4	1
Cc1cc(C)c2nc(SC(C)C(=O)NCC(=O)Nc3ccc(F)c(F)c3F)cc(C)c2c1 (stereo not given)	-2	0.9	-10	1	4.4	0	9	2	-2	1
O=C(O)c1cccc(CSc2n[nH]c(-c3ccc(Cl)cc3Cl)n2)c1	4	0.8	96*	1	2.2	-14	23	-18	5	0.9
